# Abeta rescue – qHTS for compounds that reverse cellular toxicity of Amyloid beta (A-beta) peptide in yeast: Primary Screen | yeast expressing A-beta42, growth rescue, OD600, 48 h; response scale: 0% DMSO, 100% iron-clioquinol control | Potency, µM (doses to about 46.1 µM), for inactives: at the highest dose growth rescue, most hits filed as activators | actives 0.063% (n = 410,000); also: potency is read from the fitted curve at half-maximal effect; nearly all actives have a fitted effect of over 55% in size
#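 Yeast growth medium received pinned compounds, then yeast cells expressing toxic A-beta were added; plates incubated at 30 C for 48 hr. Growth read as absorbance at 600 nm, normalized to DMSO and equimolar FeCl3 plus clioquinol controls.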
# D3 ag – qHTS of D3 Dopamine Receptor Agonist: qHTS; D(3) dopamine receptor (Homo sapiens), P35462; D3R DiscoveRx beta-arrestin cells, luminescence, 90 min; max activation, %; actives 0.58% (n = 410,000); in the data active = max activation above about 30%; also: 0% is about no effect; mostly tested at two doses, the higher about 12 µM
#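 Agonist-mode cell screen: cells plated at 1500/well and incubated overnight at 37 °C, then exposed to library compounds for 90 min at 37 °C. Detection reagent was added for 30–60 min at room temperature, and luminescence was read.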
# EPAC2 antag – qHTS for Antagonist of cAMP-regulated guanine nucleotide exchange factor 2 (EPAC2): primary screen; Rap guanine nucleotide exchange factor 4 (Homo sapiens), Q8WZA2; EPAC2 GEF exchange of Rap1B-BODIPY-GDP, fluorescence; Potency, µM (titrated, usually from 114 µM), inactives show at the top dose activity, negative = inhibition, usual class: inhibitors; actives 0.18% (n = 360,000); also: potency is read from the fitted curve at half-maximal effect; % is scaled to controls: 0 for no effect and ±100 for the full control effect; nearly all actives have a fitted effect of over 45% in size; many of its hits are not listed in these tables
# Target sequence (Q8WZA2 whole entry, looked up): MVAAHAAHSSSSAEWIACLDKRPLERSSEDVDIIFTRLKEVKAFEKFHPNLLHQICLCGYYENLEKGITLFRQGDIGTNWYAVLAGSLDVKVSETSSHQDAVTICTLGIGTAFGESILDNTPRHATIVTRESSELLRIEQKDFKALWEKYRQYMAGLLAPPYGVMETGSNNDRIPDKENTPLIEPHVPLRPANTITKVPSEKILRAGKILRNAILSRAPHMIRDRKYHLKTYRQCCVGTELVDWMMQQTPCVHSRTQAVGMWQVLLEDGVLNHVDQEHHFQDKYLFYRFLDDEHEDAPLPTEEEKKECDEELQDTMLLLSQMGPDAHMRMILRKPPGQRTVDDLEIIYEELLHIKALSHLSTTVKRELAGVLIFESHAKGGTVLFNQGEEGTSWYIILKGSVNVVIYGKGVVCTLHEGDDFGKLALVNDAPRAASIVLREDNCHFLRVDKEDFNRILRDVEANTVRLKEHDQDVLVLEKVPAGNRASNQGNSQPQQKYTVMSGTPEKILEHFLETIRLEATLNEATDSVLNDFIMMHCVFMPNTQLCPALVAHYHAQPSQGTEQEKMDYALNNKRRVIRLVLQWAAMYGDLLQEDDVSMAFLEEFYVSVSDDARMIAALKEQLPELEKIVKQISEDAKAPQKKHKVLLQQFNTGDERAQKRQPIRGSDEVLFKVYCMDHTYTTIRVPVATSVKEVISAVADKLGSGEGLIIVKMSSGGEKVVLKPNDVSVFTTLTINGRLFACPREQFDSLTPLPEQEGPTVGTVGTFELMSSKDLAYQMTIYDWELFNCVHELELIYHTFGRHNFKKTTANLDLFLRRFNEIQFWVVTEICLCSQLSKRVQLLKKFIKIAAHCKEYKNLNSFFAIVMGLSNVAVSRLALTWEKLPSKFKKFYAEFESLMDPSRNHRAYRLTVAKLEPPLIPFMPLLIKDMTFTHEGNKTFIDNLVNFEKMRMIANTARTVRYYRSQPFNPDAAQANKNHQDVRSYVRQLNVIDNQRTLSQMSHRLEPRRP
# TDP43 rescue – qHTS of TDP-43 Inhibitors | TDP-43 expressing yeast growth rescue, BacTiter-Glo, 24 h | Potency, µM (series often up to 46.1 µM), for inactives: at the highest dose growth rescue (activation), actives largely listed as activators | actives 1.8% (n = 410,000); also: potency is read from the fitted curve at half-maximal effect; % of control where 0% means no effect; nearly all actives have a fitted effect of over 50% in size
#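 Cell-based yeast growth screen: TDP-43 expression induced in galactose, inoculum OD600=0.02 after raffinose pregrowth to mid-log. Read-out BacTiter-Glo luminescence at 24 hr, 30 deg C; inhibition of toxicity seen as signal increase.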
# DRD3 antagonist – qHTS of D3 Dopamine Receptor Antagonist: qHTS. D3R cells, DiscoveRx beta-arrestin luminescence, antagonist mode; stronger effect = lower value. max response, negative = inhibition, %. actives 2.5% (n = 360,000); in the data active = max response below about -50%; inconclusive = no clear call, values can overlap the other calls; also: % is scaled to controls: 0 for no effect and ±100 for the full control effect; mostly tested at two doses, the higher about 12 µM
#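 Cells expressing the human receptor were seeded at 1500 cells/well, incubated overnight at 37 degrees C in 5% CO2, then exposed to library compounds with dopamine controls for 90 minutes at 37 degrees C before luminescent detection.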
# FUS yeast rescue – qHTS for Suppressors of FUS Proteinopathy: Primary screen using FUS-linked yeast assay. AID 1347120, 2019. actives 0.24% (n = 390,000). Potency, µM (titrated, usually from 76.6 µM), for inactives: at the highest dose growth rescue (activation), usual class: activators. S. cerevisiae FUS-expressing, growth rescue, OD600, 24 h;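 also: potency is read from the fitted curve at half-maximal effect; plate controls were DMSO vehicle for no effect and reference control for full effect; nearly all actives have a fitted effect of over 55% in size; some results filed as inactive show a strong effect at the top dose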
#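 Absorbance at 600 nm, taken 24hr after compound addition, measured rescue of FUS-yeast growth at 30C. Induction used 2% galactose with seeding at OD 0.005. Controls: CP55940 from 92uM final, DMSO only.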
# EPAC2 agonist – qHTS for Agonist of cAMP-regulated guanine nucleotide exchange factor 4 (EPAC2): primary screen. Rap guanine nucleotide exchange factor 4 (Homo sapiens), Q8WZA2. EPAC2 activation, biochemical qHTS; response scale: 100% = 6.5 mM cAMP response. Potency, µM (series often up to 154 µM), for inactives: top-dose activation, actives largely listed as activators. actives 0.079% (n = 360,000); also: potency is read from the fitted curve at half-maximal effect; nearly all actives have a fitted effect of over 50% in size
#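 Nucleotide exchange monitored as fluorescence drop when BODIPY-GDP leaves Rap1B. Reaction: 100 nM EPAC2, 250 nM RAP1B-BODIPY-GDP, 50 uM GDP, room temperature, kinetic read over 30 min. Activity expressed relative to 6.5 mM cAMP.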
# aSyn yeast inh – qHTS of alpha-syn Inhibitors. actives 0.14% (n = 370,000). Potency, µM (highest dose often 46.1 µM), for the others: at the top dose growth rescue (activation), usual class: activators. Yeast expressing alpha-synuclein, growth rescue, BacTiter-Glo, 24 h; also: potency is read from the fitted curve at half-maximal effect; % of control where 0% means no effect; nearly all actives have a fitted effect of over 65% in size
#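 Rescue of yeast growth: cells expressing toxic alpha-synuclein, induced in galactose at OD600 0.02, incubated with compound 24 h at 30 C. ATP luminescence quantified growth; inhibitors of toxicity appear as activators.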
# * marks the source's active call; other numbers are inactive results; ? = inconclusive; nt = no result given; & = joins results of further samples; [ ] = remark or other dose. Unless noted, calls follow the shape of the dose curve; as a rule, active = well fitted curve in the direction sought with a large enough effect; inconclusive = small, poorly fitted or top-dose-only effect, or another doubt; inactive = no such curve, though single readings can be large; an effect the other way counts as inactive or inconclusive. The list is partial; the hit share may differ from the screen's.
SMILES,Abeta rescue,D3 ag,EPAC2 antag,TDP43 rescue,DRD3 antagonist,FUS yeast rescue,EPAC2 agonist,aSyn yeast inh
COCC(C)n1c(SCc2ccc(C(=O)OC)o2)nc2ccccc2c1=O (stereo unspecified),-7%,8,-1%,-6%,23,23%,11%,-13%
CC1CCC(NC(=O)c2ccc(N3CCCC3=O)cc2)CC1 (stereo unspecified),-9%,-24,-3%,-18%,6,?,8%,0%
Oc1ccc[n+](/C=C\c2ccccc2)c1,-16%,0,10%,2%,-12,-29%,6%,0%
CC1CN(Cc2ccccc2)c2nc3c(c(=O)n(CC(=O)O)c(=O)n3C)n2C1 (stereo unspecified),3%,14,0%,-5%,3,-1%,-1%,13%
Nc1ccc2ccc(O)cc2c1,5%,-4,2%,-15%,-28,-8%,-1%,-16%
CCN(CC)C(=O)CCS(=O)(=O)c1cccc2nonc12,-14%,-6,0%,-12%,-2,-21%,-2%,3%
Cn1c(=O)cc(OCC(=O)N2CCN(c3ccc(F)cc3)CC2)c2ccccc21,-7%,7,nt,7%,nt,-15%&4%,nt,nt
O=C(CCNC(=O)c1ccc(Cl)cc1)NCCC1=CCCCC1,-6%,-13,-7%,-6%,0,8%,2%,-3%
Nc1nnc(-c2ccc(Cl)c(Cl)c2)s1,10%,0,5%,-12%,11,-30%,-1%,-16%
O=C(CC1N=C2c3ccccc3N=C(SCc3ccccc3Cl)N2C1=O)NCCc1ccccc1 (stereo unspecified),7%,-2,nt,?,nt,10%,nt,nt
O=C(NC1CCCc2ccccc21)c1ccccc1Br (stereo unspecified),-9%,5,14%,12%,-16,-7%,6%,22%
C=CCSc1nnc(NC(=O)COc2ccccc2)s1,3%,2,9%,11%,-11,-48%,0%,-3%
O=C(COC(=O)C1(c2ccc(F)cc2)CCCC1)NC1CC1,6%,3,-3%,8%,-19,43%,3%,11%
Cc1nnc2n1CCCCC2,-3%,9,4%,9%,-7,-20%,2%,6%
CC(=O)Nc1sc2c(c1CN1CCCC1)CCCC2,-8%,-8,2%,-11%,-9,3%,0%,-1%
O=C(O)c1nn(CCOc2cccc(Cl)c2)c(=O)c2ccccc12,2%,12,17%,nt,47,51%,4%,-1%
Cn1nnnc1SCC(=O)Nc1nn(-c2ccccc2)nc1C(N)=O,-7%,9,-2%,-8%,-8,-18%,-10%,6%
CC(=O)Nc1ccc(S(=O)(=O)Oc2cccc(/C=N/N=C3/NC(=O)C(CC(=O)O)S3)c2)cc1 (stereo unspecified),5%,-8,-19%,-3%,12,27%,0%,5%
O=C(Nc1nnc([C@@H]2C[C@H](O)[C@@H](CO)O2)s1)Nc1ccccc1F,-32%,5,-7%,4%,0,-34%,5%,1%
CCCc1cnc2c(c1SCC(=O)Nc1c(C)cc(C)cc1C)c(=O)n(C)c(=O)n2C,2%,-9,nt,3%,nt,9%,nt,nt
CC(=O)Nc1ccc(NC(=O)CCCCCN2C(=O)c3ccccc3C2=O)cc1,21%,-8,5%,0%,-7,14%,0%,-6%
Cc1ccccc1C(=O)NC(=S)NC1CC1,0%,6,5%,9%,-23,37%,-4%,2%
COc1ccccc1N1CCN(C(=O)c2c(-c3c(Cl)cccc3Cl)noc2C)CC1,-21%,2,2%,2%,4,7%,12%,3%
CC(=O)c1ccc(S(=O)(=O)N2CCN(C(=O)c3cccc(S(=O)(=O)N4CC(C)OC(C)C4)c3)CC2)cc1 (stereo unspecified),-12%,0,-7%,8%,9,38%,3%,-8%
COc1cnc(-c2ccccc2)nc1Oc1ccccc1C,12%,1,-5%,28%,-1,15%,11%,1%
O=S(=O)(c1ccccc1)c1ncc(C(F)(F)F)cc1O,-15%,4,-17%,-18%[9.22 µM],-2,11%,5%,0%
COc1cc(OC)cc(C(=O)N(Cc2cc3cc(C)ccc3[nH]c2=O)C(C)C)c1,-19%,2,-3%,4%,17,?,-8%,5%
CN(C)/C=C/C(=O)c1ccccc1F,2%,0,-1%,8%,9,7%,-2%,nt
CCOC(=O)CSc1nnc2c(n1)C1(C)CCC2C1(C)C (stereo unspecified),15%,-1,3%,8%,0,-8%,3%,0%
CCc1cc2c(C)cc(C)cc2nc1SCC(=O)Nc1cc(C)on1,-2%,3,4%,-1%[9.22 µM],9,8%,-12%,2%
Cc1c(C(=O)NC(C)c2ccccc2)sc2ncnc(N(C)C3CCCCC3)c12 (stereo unspecified),24%,3,nt,?,nt,39%,nt,nt
Cc1ccc(OCC(=O)O/N=C(\N)Cc2ccc(Cl)cc2)cc1,-9%,4,-1%,-9%,0,6%,9%,0%
Oc1ccc(CCc2n[nH]c(=S)n2-c2ccc(F)cc2)cc1,-1%,-2,4%,6%,-18,-17%,9%,1%
CCOC(=O)c1cn(CC)c2cc3c(cc2c1=O)OCO3,0%,-21,26%,3%,0,-4%,6%,17%
Cc1cc(C)c(C)c(OCCCOc2cccc3cccnc23)c1,-77%[inhibitor],13,-26%,-4%,2,nt,-6%,-42%[inhibitor]
Cn1c(CNC(=O)CNC(=O)Cc2ccc(Cl)cc2)cc(=O)n(C)c1=O,1%,0,-1%,20%,-5,-6%,11%,1%
CCN(C[C@H]1N[C@@](CC)(C(=O)OC)[C@H]2C(=O)N(C)C(=O)[C@@H]12)C(=O)c1ccc(C(C)(C)C)cc1,-19%,-17,0%,?,14,17%,3%,4%
COc1ccc(CCNC(=O)CSCc2ccc(Br)cc2)cc1OC,4%,2,-7%,?,7,6%,7%,4%
CC(C)C[C@H](NC(=O)CC[C@H]1O[C@@H](n2ccc(=O)[nH]c2=O)[C@H](O)[C@@H]1O)C(=O)O,-7%,-2,8%,10%,-14,-13%,3%,-6%
Cc1ccc2c(CC(=O)N3CCN(c4ccccc4)CC3)coc2c1,15%,3,-17%,?,9,27%,12%,18%
O=C(COC(=O)[C@@H]1CCCN1S(=O)(=O)c1ccc(Cl)cc1)NC1CCS(=O)(=O)C1 (stereo partly specified),10%,-1,0%,-12%,9,2%,8%,2%
N#Cc1ccc(-c2ccco2)nc1SCc1ccccc1,9%,-3,2%,15%,3,11%,6%,0%
COc1ccc(NS(=O)(=O)c2cc(NC(=O)c3ccc(F)cc3)ccc2OC)cc1,19%,0,-1%,0%,8,19%,-1%,5%
CCc1ccc(-n2c(=O)c3c4c(sc3n(CC(=O)NCCCOC)c2=O)CCC4)cc1,3%,-7,nt,24%,nt,-17%,nt,nt
O=C(O)c1ccc(Cl)c(S(=O)(=O)Nc2ccc3cn[nH]c3c2)c1,4%,1,18%,3%,-6,16%,11%,0%
Cc1cc(C)cc(N(C(=O)c2csnn2)C(C(=O)NC2CCCC2)c2cccnc2)c1 (stereo unspecified),-4%,11,1%,3%,1,24%,-3%,-3%
CCCN(CC(=O)Nc1ccc(F)c(F)c1F)CC(=O)Nc1c(C)n(C)n(-c2ccccc2)c1=O,8%,6,-6%,-3%,1,nt,6%,2%
COc1ccc(/C=N/NC(=O)CC(=O)NCc2cccnc2)cc1,2%,1,-3%,3%,7,-15%,4%,-18%
CCOc1ccc(NC(=O)c2cccnc2SC)cc1,-9%,4,-12%,15%,12,2%,4%,-3%
O=C(Nc1ccccc1)c1ccc(Cn2cc(C(F)(F)F)ccc2=O)cc1,1%,5,-5%,17%,-8,21%,4%,4%
CCCn1c(N)[n+](CC(=O)c2ccco2)c2ccccc21,6%,3,5%,10%,14,-12%,6%,-16%
O=C1C=CC(=O)N1c1ccc(N2CCCCC2)cc1,-83%[inhibitor],-6,-3%,?,21,nt,0%,-79%[inhibitor]
COc1ccc(C2c3c(ncn(CCN4CCOCC4)c3=N)Oc3ccc4ccccc4c32)cc1OC (stereo unspecified),5%,-41,13%,-25%,-2,26%,-2%,0%&6%
CCOCC(=O)Nc1c(C(=O)Nc2ccc(OC)cc2OC)oc2ccccc12,-1%,73*,8%,-9%,39,7%,0%,0%
Cc1cccc(/C=N/n2c(C)cc(C)c(C#N)c2=O)c1,-5%,19,13%,-15%,-21,-9%,9%,-13%
O=C1C(c2ccccc2)c2ccccc2N1Cc1ccccc1 (stereo unspecified),3%,-2,-27%,4%,2,29%,25%,0%
COc1cccc(NC(=O)c2ncn[nH]2)c1,-4%,-8,-5%,4%,-3,-4%,-2%,18%
CCN(CC)S(=O)(=O)c1ccc2c(c1)N(CC(=O)NCCc1ccccc1)C(=O)CO2,-17%,-7,nt,21%,nt,0%,nt,nt
CC(C)NC(=O)N1CCC(N2CCN(Cc3ccc(F)cc3)C(=O)C2=O)CC1,-13%,5,nt,18%,nt,-4%,nt,nt
O=C(CSc1nc2ccccc2c(=O)[nH]1)NCc1ccc(Cl)cc1,11%,-6,-2%,1%,13,?,2%,4%
C/C(=N\NC(=O)c1c(Cl)cnn1C)c1cccc(NC(=O)c2ccc(C)cc2)c1,6%,6,1%,22%,16,-2%,-7%,12%
O=C1Cc2cc(S(=O)(=O)Nc3ccc(OC(F)(F)F)cc3)cc3c2N1CCC3,-22%,-4,nt,-12%,nt,?,nt,nt
CCOC(=O)C1CCN(C(=O)c2c(C)oc3c2C(=O)c2ccccc2C3=O)CC1,-43%[inhibitor],-1,10%,0%,?,-18%,11%,-3%

# Among those listed so far, two contain a cyano group:
SMILES,Abeta rescue,D3 ag,EPAC2 antag,TDP43 rescue,DRD3 antagonist,FUS yeast rescue,EPAC2 agonist,aSyn yeast inh
N#Cc1ccc(-c2ccco2)nc1SCc1ccccc1,9%,-3,2%,15%,3,11%,6%,0%
Cc1cccc(/C=N/n2c(C)cc(C)c(C#N)c2=O)c1,-5%,19,13%,-15%,-21,-9%,9%,-13%
